NCI-60 one-dose screen, 48 h, at 10 µM unless noted. Numbers give growth in % (100 = growth as untreated, 0 = no growth, -100 = all killed).
OVCAR-3: OVCAR-3 ovarian cancer | 79,000 compounds, 7% hits
OVCAR-5: OVCAR-5 ovarian cancer. 82,000 compounds, 2.9% hits
SK-OV-3: SK-OV-3 ovarian cancer cells. 80,000 compounds, 3.2% hits. AID 1794785
OVCAR-4: OVCAR-4 ovarian cancer cells; 80,000 compounds, 3.7% hits; AID 1794784
OVCAR-8: OVCAR-8 ovarian cancer; 81,000 compounds, 4.4% hits
U251: U251 CNS tumor cells. AID 1794753. 80,000 compounds, 5.4% hits
PC-3: PC-3 prostate cancer cells; 80,000 compounds, 3.9% hits; AID 1794754
DU-145: DU-145 prostate cancer. 81,000 compounds, 4.2% hits
SF-295: SF-295 CNS cancer cells. 79,000 compounds, 5.6% hits. AID 1794758
Active calls of the source: *; / = not tested or not shown; & = joins results of further samples; [ ] = dose if it differs, or a comment. How the source made its calls: active means growth percent below 10; inactive means the rest.

Start of the listing, in advance, 4 compounds:
SMILES	OVCAR-3	OVCAR-5	SK-OV-3	OVCAR-4	OVCAR-8	U251	PC-3	DU-145	SF-295
Cc1cccc(N2CCC(=O)NC2=S)c1	110	105	107	107	100	104	98	116	103
CCn1nccc1N	126	95	105	117	108	113	95	119	111
c1cncc(-c2ccnc3ccnn23)c1	109	103	106	110	102	99	102	109	101
O=C1NC(=C(Cl)Cl)/C(=N/S(=O)(=O)NCc2ccc(Cl)cc2)N1	104	98	/	104	99	95	98	105	106

The list itself (from the top)
SMILES	OVCAR-3	OVCAR-5	SK-OV-3	OVCAR-4	OVCAR-8	U251	PC-3	DU-145	SF-295
Cc1cccc(N2CCC(=O)NC2=S)c1	110	105	107	107	100	104	98	116	103
CCn1nccc1N	126	95	105	117	108	113	95	119	111
c1cncc(-c2ccnc3ccnn23)c1	109	103	106	110	102	99	102	109	101
O=C1NC(=C(Cl)Cl)/C(=N/S(=O)(=O)NCc2ccc(Cl)cc2)N1	104	98	/	104	99	95	98	105	106
C=C(C)C#CCN(CCO)C(C)C	104	98	109	102	97	101	97	105	101
O=C(CCc1nnc(C2CCCN2)o1)c1nc2ncccc2[nH]1 (stereo not given)	113	109	90	99	106	100	98	111	103
O=C1/C(=C/c2cc(O)c(O)c(O)c2)Oc2cc(O)ccc21	113	106	/	104	105	110	97	113	109
O=C1NN(c2ccccc2)C(=O)/C1=C\c1ccccc1O	136	94	107	87	88	100	105	98	114
O=CN1N=C(c2ccccc2)CC1c1cn(Cc2ccc(Cl)cc2)c2ccccc12 (stereo not given)	69	72	74	61	62	76	52	92	79
Cc1nc2ccccc2c(/C=C/c2ccc(Cl)cc2)c1C(=O)c1ccccc1	90	93	99	77	82	79	67	98	83
CCn1cc(C(=O)N/N=C/c2cccc(F)c2)c(=O)c2cc(F)c(N3CCNC(C)C3)c(F)c21 (stereo not given)	-83*	90	108	24	-5.4*	-74*	70	-88*	76
COc1cc(CC2COC(=O)C2(O)Cc2ccc(O)c(OC)c2)ccc1O (stereo not given)	92	105	79	79	83	88	72	96	65
CCN1CCN(c2ccc(Nc3ncc4ccc5ncn(C(C)C)c5c4n3)nc2)CC1	-28*	4.9*	/	5.1*	14	14	7.1*	-23*	-18*
Cc1ccc(N=Nc2cc(S(=O)(=O)O)c3ccccc3c2O)c(C)c1	105	100	81	94	93	96	92	109	98
O=C(O)C(=O)C(O)C(O)C(O)CO (stereo not given)	105	94	106	113	105	108	108	100	101
CC(C)(O)c1ccccc1CC[C@@H](SC1(CC(=O)O)CC1)c1cccc(/C=C/c2ccc3ccc(Cl)cc3n2)c1	113	109	105	107	97	103	93	127	97
Cc1nn(-c2ccc(F)cc2)c2ncnc(N3CCN(c4ccc(Cl)cc4)CC3)c12	99	103	87	102	96	100	89	106	101
N/N=C1/C(=O)c2cccc3cccc1c23	103	104	87	100	101	104	94	109	127
COc1cccc(/C=C/c2nc3ccccc3c(=O)n2CC(=O)Nc2ccc(Cl)cc2)c1	35	73	77	-11*	49	28	76	69	61
CCCCCCCCOc1ccc(/C=C/C(=O)c2ccc(B(O)O)cc2)cc1	113	102	112	89	96	88	91	104	101
CC(=O)N1N=C(c2cccc(Nc3ccncc3)c2)CC1c1ccc(Cl)cc1 (stereo not given)	82	93	88	74	84	71	84	104	96
COc1ccc(/C=c2\sc3n(c2=O)NC2C(N=3)N(C)C(=O)N2C)cc1 (stereo not given)	102	95	/	100	101	101	96	110	100
COc1cc2oc(-c3cccc(NC(=O)c4cc(NC(=O)[C@H](C)NC(=O)OC(C)(C)C)ccc4Cl)c3)cc(=O)c2c(OC)c1OC	/	99	114	61	42	49	55	58	64
CC(C)(C)C1CC=CCC1 (stereo not given)	106	105	108	94	101	95	103	111	96
O=C1C2(Cl)C(Cl)=C(Cl)C1(Cl)C1(Cl)C(Cl)=C(Cl)C(=O)C21Cl (stereo not given)	111	108	108	102	103	94	101	113	103
O=C(N/N=C/c1ccc[nH]1)c1[nH]c2ccc(Br)cc2c1-c1ccccc1	22	44	37	33	13	22	15	21	7.7*
CCN(CC)CCc1nc(-c2ccccc2)no1	112&73	114&99	100&98	103&77	94&84	99&53	97&81	/	101&105
COc1cccc(/C=N/NC(=O)c2ccccc2Nc2ccnc(C(F)(F)F)c2)c1O	43	21	8.1*	28	20	17	/	23	19
Clc1ccc(N/N=C/c2ccc(-n3cccn3)cc2)c(Cl)c1	102	101	97	92	108	102	86	104	97
COc1ccc(CCNC(C)=O)cc1OC	99&104	96&100	107&102	108&98	113&107	111&102	104&99	101&105	104&105
CC1(C)CC(=O)C2=C(C1)N(c1ccc(F)cc1F)C(N)=C(C#N)C2c1cc(Cl)ccc1Br (stereo not given)	104	104	113	110	104	101	94	109	100
Nc1nc(=O)n(C2CC(O)C(CO)O2)cc1Br (stereo not given)	135	91	109	92	111	106	103	95	99
CO[C@H]1NC(=O)N(S(=O)(=O)c2ccc3ccccc3c2)[C@@H]1OC	105	108	107	101	106	100	98	112	96
O=C1/C(=C/c2ccc(N3CCN(Cc4ccccc4)CC3)cc2)Oc2cc(O)ccc21	83	115	94	81	86	71	64	85	99
C=CCOc1c(CCC)cc(C#N)cc1CCC	111	98	93	106	103	103	100	108	103
O=C(CN1CCOCC1)Nc1ccc(-c2nc3ccccc3s2)cc1	96	93	121	101	102	89	93	109	98
CCC(C)C1OC1(C)C1(O)C(C)=CC2CC(C(=O)OC)=CCC2C1/C=C/C=C/C=C/C(=O)O (stereo not given)	99	118	95	88	105	/	52	95	80
CCCCC(CC)C(=O)NCC(C)O (stereo not given)	110	108	108	107	101	95	101	112	107
Clc1cccc(Cc2cnc(Nc3ccccn3)s2)c1Cl	109	101	99	94	94	91	95	107	106
c1ccc2nc(NN=C3CCCCC3)ccc2c1	88	97	88	69	92	/	81	104	88

Already shown: an excerpt of the list.
SMILES	OVCAR-3	OVCAR-5	SK-OV-3	OVCAR-4	OVCAR-8	U251	PC-3	DU-145	SF-295
CC(=O)N1N=C(c2cccc(Nc3ccncc3)c2)CC1c1ccc(Cl)cc1 (stereo not given)	82	93	88	74	84	71	84	104	96
COc1ccc(/C=c2\sc3n(c2=O)NC2C(N=3)N(C)C(=O)N2C)cc1 (stereo not given)	102	95	/	100	101	101	96	110	100
COc1cc2oc(-c3cccc(NC(=O)c4cc(NC(=O)[C@H](C)NC(=O)OC(C)(C)C)ccc4Cl)c3)cc(=O)c2c(OC)c1OC	/	99	114	61	42	49	55	58	64
CC(C)(C)C1CC=CCC1 (stereo not given)	106	105	108	94	101	95	103	111	96

Continued.
SMILES	OVCAR-3	OVCAR-5	SK-OV-3	OVCAR-4	OVCAR-8	U251	PC-3	DU-145	SF-295
[O-]/[N+](=C/c1ccc(OCc2cn(Cc3ccccc3)nn2)cc1)c1ccccc1	100	104	100	110	104	105	84	101	95
CN1CCN(CC#CCNC(=O)[C@]2(C)CC[C@]3(C)CC[C@@H]4C(=CC[C@H]5[C@@]4(C)CC[C@H]4C(C)(C)C(=O)CC[C@]54C)[C@@H]3C2)CC1	99	94	102	97	107	97	86	98	107
COc1ccc(Cn2nc(-c3cc(OC)c(OC)c(OC)c3)c3c2CCc2cnoc2-3)cc1OC	40	90	47	71	79	62	65	76	48
O=c1[nH]c(=S)[nH]cc1Cc1ccccc1	114	82	105	101	96	96	89	130	106
CCCCCN1C(=O)CCC1=O	103	98	110	114	94	99	95	101	101
O=c1c2ccccc2n(C[C@H]2CO2)c2ccccc12	-20*	-13*	-13*	7.7*	4.1*	-6.1*	19	2.3*	5.4*
Nc1ccc(C2=NNC(=O)Cc3cc4c(cc32)OCCO4)cc1Cl	-14*	70	57	88	60	39	53	68	16
CC(C)NC(=O)c1cc(-c2ccc(NC(=O)Nc3ccc(F)cc3)cc2)nc2cccnc12	115	109	112	104	105	104	97	114	98
CC(C)=CCC/C(C)=C/CC/C(C)=C/CC/C(C)=C/CC1CC(=O)C=C(C)[C@H]1O (stereo not given in full)	96	113	92	78	94	84	42	95	73
C=C[C@@]1(C)C=C2CC[C@H]3[C@@](C)(CCC[C@]3(C)C=O)[C@@H]2CC1	108	93	/	102	104	103	102	105	94
CC(C)=CC(=O)OCC(=O)O[C@@H]1C[C@]2(C(C)C)O[C@@]1(C)[C@@H]1CC[C@@H](C)[C@H]1[C@@H]2OC(=O)/C=C/c1ccccc1	97	103	92	97	36	82	64	97	95
O=C(CCC(=O)c1nc2ncccc2[nH]1)NN1C(=O)CSC1c1ccc(Cl)cc1 (stereo not given)	99	106	100	94	101	95	94	103	108
CCc1ccc(OC(=O)CCl)cc1	104	107	112	96	101	97	98	102	98
COC(=O)[C@]12CC[C@@H](C)[C@H](C)[C@@H]1C1=CC[C@@H]3[C@@]4(C)CC(=O)[C@H](OC(=O)c5ccco5)[C@@]5(C)COC(=C45)C[C@@]3(C)[C@]1(C)CC2	44	69	36	20	28	25	17	38	36
Cc1ccc(S(=O)(=O)Oc2ccc3c4c(c(=O)oc3c2)CCCCC4)cc1	75	93	93	51	63	39	34	88	49
O=C(CSc1nnc(-c2cc(-c3ccccc3)nc3ccccc23)n1-c1ccccc1)Nc1ccc(C(=O)/C=C/c2ccc(Cl)cc2)cc1	97	90	94	92	93	94	81	95	98
CC(C)=C1CCC(C)C/C1=N\NC(N)=S (stereo not given)	101&111	98&102	98&108	75	100&109	87&103	78&93	109&117	89&96
COc1ccc(C2C3=C(COC3=O)N(CCO)c3cc(OC)c(OC)cc32)cc1OC (stereo not given)	111	107	107	108	103	105	107	108	104
CCCCCCCCCCCCCCCCCCNC(=S)NCCCCCCCCCCCCCCCCCC	102	112	107	98	103	93	80	107	103
C[C@]1(CO)O[C@@H](n2cc(F)c(N)nc2=O)C[C@@H]1O	77	119	30	94	28	53	62	44	48
COc1c(Cl)cc(Cl)c(Cl)c1Cc1c(O)c(Cl)cc(Cl)c1Cl	111	104	101	95	107	104	99	108	111
CCOC(COC(=O)c1ccccc1C(=O)O)c1ccccc1 (stereo not given)	91	113	106	106	94	94	94	97	118
C#Cc1cccc(NC(=O)Nc2ccc(N=C=S)cc2)c1	90[8.25 µM]	100[8.25 µM]	111[8.25 µM]	97[8.25 µM]	104[8.25 µM]	96[8.25 µM]	90[8.25 µM]	100[8.25 µM]	98[8.25 µM]
COc1cc([N+](=O)[O-])c2nc(/C=N/NC(N)=S)ccc2c1	104	112	108	101	99	99	91	121	103
CCC/C=C/C=N/NC(=S)Nc1ccccc1	103	102	107	106	96	98	88	105	95
COc1ccc(NC(=O)NCCO)cc1	101	107	121	116	118	102	98	115	68
COc1ccc2c(/C=C3/C(=O)NC(=S)NC3C)cc(=O)oc2c1 (stereo not given)	101	94	100	100	92	94	79	108	98
Oc1ccccc1-c1n[nH]c(/C=C/c2ccc(Br)cc2)n1	97	92	93	87	100	95	90	94	84

2 entries drawn at random from the list so far, as already listed:
SMILES	OVCAR-3	OVCAR-5	SK-OV-3	OVCAR-4	OVCAR-8	U251	PC-3	DU-145	SF-295
C#Cc1cccc(NC(=O)Nc2ccc(N=C=S)cc2)c1	90[8.25 µM]	100[8.25 µM]	111[8.25 µM]	97[8.25 µM]	104[8.25 µM]	96[8.25 µM]	90[8.25 µM]	100[8.25 µM]	98[8.25 µM]
Oc1ccccc1-c1n[nH]c(/C=C/c2ccc(Br)cc2)n1	97	92	93	87	100	95	90	94	84

The order is random, and some 11% of all compounds hit somewhere here.
